Screening data deposited in PubChem BioAssay by several laboratories.
MsrA inh: bovine MsrA enzyme inhibitors, primary screen, biochemical, absorbance, HTS | Methionine sulfoxide reductase A (Bos taurus) | purified bovine MsrA, absorbance read-out | inhibition, % at 15.5 µM | 360,000 tested, 0.75% active; in the data active means inhibition above about 4.5%;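 further: 0% = vehicle wells with enzyme and 100% = reference inhibitor wells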
NRP1-CendR mod: modulators of CendR peptide binding to NRP-1, primary screen, biochemical, fluorescence polarization, uHTS | Neuropilin-1 (Homo sapiens), O14786 | FAM-RPARPAR peptide binding to NRP-1 | inhibition, % at 25 µM | 360,000 tested, 0.85% active;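 active means inhibition or corrected inhibition above about 18%, plus a signal ratio from 0.5 to 1.5, limit read from the data, passing the limit was not always enough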; further: strong numbers were not always called active
FAS-TE inh: FAS thioesterase domain inhibitors, primary screen, biochemical, fluorescence intensity, uHTS. inhibition, % at 15 µM. 360,000 tested, 0.67% active. recombinant FAS-TE, OMFH fluorogenic substrate, fluorescence endpoint;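 active means compounds whose normalised, plate-corrected inhibition of enzyme fluorescence in the single-dose primary screen is 50% or more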;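 further: 0% = DMSO with enzyme and 100% = substrate without enzyme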
MT1-MMP act inh: blockers of MT1-MMP proenzyme processing, primary screen, HT1080 RFP-PRO-GFP cells, GFP/RFP fluorescence. Matrix metalloproteinase-14 (Homo sapiens), P50281. GFP/RFP ratio change, % at 20 µM. AID 651647, 2012. GFP/RFP ratio fluorescence, overnight; percent of plate control window, DMSO zero. 360,000 tested, 0.061% active;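 active means GFP/RFP ratio change of at least 30% with cell ATP level not reduced by more than half and red fluorescence within 50% of control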; further: strong numbers were not always called active
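Assay system – RFP-PRO-GFP reporter HT1080 cells · Compound dosing – single dose of 20 µM compound, 1% DMSO final · Incubation – overnight compound exposure at 37 °C · Measure – GFP/RFP fluorescence ratio · Benchmarks – DMSO wells and RFP-L50D-GFP cells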
PABP1 MLLE inh: inhibitors of PABP1 MLLE–PAM2 peptide binding, primary screen, biochemical, fluorescence polarization, FITC-PAM2, GST-MLLE. AID 588489, 2011. inhibition, % at 20 µM. 360,000 tested, 0.36% active. Polyadenylate-binding protein 1 (Homo sapiens), P11940; in the data active means inhibition above about 35%, passing the limit was not always enough;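 further: plate controls were DMSO wells with GST-MLLE for no effect and wells lacking GST-MLLE protein for full effect; some results filed as inactive read as strong as hits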
SKN-1 block: suppressors of acrylamide-induced Pgst-4::GFP reporter in worms, primary screen, SKN-1 inhibitor project, whole organism, uHTS, GFP/RFP fluorescence ratio, strain VP596; C. elegans VP596 Pgst-4::GFP/RFP ratio, 24 h; inhibition, % at 21.8 µM; 360,000 tested, 0.49% active;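 active means interference check ratio from 0.5 to 1.5 plus GFP to RFP signal ratio inhibition reaching or exceeding a fixed threshold, cut at about 30% in these data, passing the limit was not always enough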; further: some compounds called inactive have numbers as strong as hits
E coli Lon inh: inhibitors of E. coli Lon protease, primary screen, biochemical, fluorescence polarization; purified E. coli Lon protease; AID 602123, 2011; inhibition, % at 7.94 µM; P0A9M0; 360,000 tested, 0.42% active; in the data active means inhibition above about 13%, passing the limit was not always enough;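 further: 0% = enzyme with probe and DMSO and 100% = no enzyme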
Target sequence (P0A9M0 whole entry, looked up): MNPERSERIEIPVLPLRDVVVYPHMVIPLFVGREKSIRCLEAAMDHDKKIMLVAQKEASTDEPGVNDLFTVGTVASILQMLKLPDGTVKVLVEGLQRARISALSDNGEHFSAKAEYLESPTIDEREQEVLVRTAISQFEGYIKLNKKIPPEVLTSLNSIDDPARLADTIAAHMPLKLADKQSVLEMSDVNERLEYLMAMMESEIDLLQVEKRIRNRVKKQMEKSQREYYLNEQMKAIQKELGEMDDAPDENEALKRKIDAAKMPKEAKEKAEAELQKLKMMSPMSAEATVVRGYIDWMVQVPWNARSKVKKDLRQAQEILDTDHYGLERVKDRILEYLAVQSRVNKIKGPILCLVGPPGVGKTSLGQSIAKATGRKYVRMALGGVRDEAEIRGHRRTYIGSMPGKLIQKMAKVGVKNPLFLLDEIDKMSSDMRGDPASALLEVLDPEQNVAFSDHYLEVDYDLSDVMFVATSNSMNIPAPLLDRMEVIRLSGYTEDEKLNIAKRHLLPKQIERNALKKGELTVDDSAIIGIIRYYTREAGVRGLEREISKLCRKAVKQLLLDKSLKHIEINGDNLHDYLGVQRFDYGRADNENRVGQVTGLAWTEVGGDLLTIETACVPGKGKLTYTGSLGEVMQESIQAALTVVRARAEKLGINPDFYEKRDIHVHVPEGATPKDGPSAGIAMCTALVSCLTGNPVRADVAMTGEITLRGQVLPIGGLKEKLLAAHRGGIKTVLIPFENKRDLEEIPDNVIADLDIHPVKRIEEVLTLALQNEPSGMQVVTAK
TbMetRS inhib: T. brucei MetRS inhibitors, primary screen, biochemical, luminescence; methionyl-tRNA synthetase (Trypanosoma brucei brucei); AID 624268, 2012; 360,000 tested, 0.4% active; inhibition, % at 11.9 µM; purified T. brucei MetRS, ATP depletion, Kinase-Glo luminescence;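 active means inhibition above a per-plate cutoff of the control wells' mean inhibition plus 3 SD, cut at about 5.5% in these data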;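 further: 0% = DMSO wells median and 100% = median of wells with control inhibitor compound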
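Test system – parasite MetRS enzyme · Reagent – substrates ATP, L-methionine and bulk Escherichia coli tRNA · Doses – 11.9 µM compound single dose, 0.9% DMSO · Times – 15 min enzyme-compound preincubation, 2 h reaction, 10 min detection, 25 °C · Signal – Kinase-Glo luminescence, ATP depletion format · Controls – DMSO-only wells as low control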
MsrA act: bovine MsrA enzyme activators, primary screen, biochemical, absorbance, HTS. Methionine sulfoxide reductase A (Bos taurus). 360,000 tested, 0.3% active. purified bovine MsrA, absorbance read-out. activation, % at 10.6 µM. AID 602163, 2012; in the data active means activation above about 7.5%;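 further: 0% = vehicle and 100% = reference activator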
Numbers without * were called inactive; / = no result given. Outcome played no part in choosing rows. Share with any hit: about 4%.

Compound,MsrA inh,NRP1-CendR mod,FAS-TE inh,MT1-MMP act inh,PABP1 MLLE inh,SKN-1 block,E coli Lon inh,TbMetRS inhib,MsrA act
O=S(=O)(Cc1ccccc1Cl)NCCOc1ccccc1,-0.6,-3,-5,0,-3,3,0,-0.8,-2
O=C(CCn1c(=O)sc2ccccc21)Nc1cccnc1,-1.0,-1,-14,7,-7,0,-13,-1.0,-12
CN(CCc1ccccc1)C(=O)c1cccc(NC(=O)Cc2cccc(NC(=O)C3CCCN(S(=O)(=O)c4cccc([N+](=O)[O-])c4)C3)c2)c1 (centres undefined),0.5,-6,48,0,2,2,-2,0.5,-2
O=C(CSC1CS(=O)(=O)c2cc([N+](=O)[O-])ccc21)NNC(=O)c1ccccc1 (centres undefined),0.0,9,8,-3,20,1,13,0.2,-2
COc1ccc2oc(=O)c(C(=O)NCc3ccccn3)cc2c1,0.7,10,-5,7,-5,-4,-1,-1.4,0
Cc1ccc(C(=O)Nc2c(C(=O)NCc3ccco3)cnn2-c2ccccc2)cc1,1.9,-10,-4,6,3,7,-3,-0.5,-4
COC(=O)/C(=C/c1ccco1)NC(=O)c1ccccc1,1.1,-15,-9,3,4,-3,-15,-0.8,-9
CCC(=O)N(C)CCc1cc2c(c(OC)c1/C=N/NC(=O)c1ccncc1)OCO2,1.7,12,2,3,13,4,0,0.9,-2
Cc1cccc(NC(=S)NC(=O)CCc2ccccc2)c1,-0.3,-6,18,3,24,6,1,0.9,-1
COc1ccc(Cn2ccnc2SCC(=O)Nc2ccccc2OC)cc1,-0.1,5,8,-2,-61,16,-2,-0.6,-3
O=C(COC(=O)CC12CC3CC(CC(Br)(C3)C1)C2)NC(=O)NCc1ccco1,0.8,0,26,-7,2,-8,-5,-0.1,-3
CC(C)(C)n1ncc2c(=O)n(CC(=O)NCc3ccc(F)cc3)cnc21,-0.1,18,-2,-2,7,0,-3,0.4,2
CC1CCC(NC(=O)c2nn(C)c(=O)c3ccccc23)CC1 (centres undefined),1.1,9,-2,1,-5,2,-8,0.2,-4
Cc1ccc(C(=O)Nc2ccc3c(c2)OCCO3)cc1,0.2,5,1,0,-13,33,1,0.0,-1
C#CCOc1ccc(CNC[C@H]2O[C@@H](n3ccc(N)nc3=O)[C@H](O)[C@@H]2O)cc1,-0.6,5,-9,0,-1,-5,-1,1.0,0
COCCCN(C(=O)C1CCC1)c1c(N)n(Cc2ccccc2)c(=O)[nH]c1=O,1.3,-2,-8,2,-6,0,6,-0.1,5
c1ccc2[nH]c(CCCc3nc4ccccc4[nH]3)nc2c1,-0.1,-1,-3,2,-36,5,1,1.0,-1
Cc1cc2oc3c(c(=O)c2cc1C)C(c1ccc(F)cc1)N(CCCN1CCOCC1)C3=O (centres undefined),0.5,-2,3,-3,-6,-10,-6,0.0,-6
CC(=O)Nc1ccc(S(=O)(=O)NC2=NCN(c3cccc([N+](=O)[O-])c3)CN2)cc1,-0.5,1,-7,-1,3,-3,-1,0.5,0
CCNC(=O)NC(=O)CSc1ccccc1F,0.5,35*,-6,/,31,-9,11,-1.6,-13
Cc1ccc(CSc2ccc3nnc(-c4ccccn4)n3n2)cc1,0.1,-1,7,2,-2,8,-8,0.1,-1
O=C1CC(N2CCN(c3ccccn3)CC2)C(=O)N1c1ccc(Cl)cc1 (centres undefined),0.9,0,1,5,6,-1,0,-0.1,-3
CCn1c(SCC(=O)NC2CCCC2)nnc1-c1ccoc1C,-0.2,6,-4,3,-18,15,-8,-0.7,-3
O=c1c2ccccc2nnn1CSc1nc2ccccc2c(=O)n1Cc1ccco1,1.4,-16,26,-3,0,0,-12,-0.3,-4
C=CCNC(=O)NC(=O)COC(=O)/C=C/c1cccc([N+](=O)[O-])c1,0.1,-2,-1,-7,-4,-5,-9,-0.1,-4
Cc1ccc(NC(=O)c2cccc(S(=O)(=O)N3CCCc4ccccc43)c2)nc1,-0.3,-4,24,-1,10,-3,-18,0.3,-4
O=C(CSc1n[nH]c(=O)n1C1CC1)Nc1ccc(Cl)c(Cl)c1,-0.4,-6,0,-6,-10,-8,1,-0.9,-13
O=C(COc1ccc(Br)cc1F)NC1CC1,-0.1,3,-6,2,-8,11,-18,0.1,0
CC(NC(=O)CN1CCCC1)c1ccccc1 (centres undefined),-0.4,7,-4,-3,0,-19,14,-1.1,-6
COc1ccc(-c2[nH]ncc2CN2CCC(OCc3ccccc3)CC2)c(F)c1,1.1,7,-2,-2,-9,-4,-9,-0.4,-3
COc1ccc(NC(=O)CN(C)C(=O)c2ccc(S(=O)(=O)Nc3ccccc3F)cc2)cc1,0.1,-2,-3,-5,-15,-8,-7,-0.3,-3
c1ccc2nc3c(cc2c1)CCCCC3,0.3,3,-3,2,-5,6,0,0.3,-3
CN(Cc1ccccc1)C(=O)CCS(=O)(=O)c1ccc2c(c1)oc(=O)n2C,0.3,-2,-2,-5,-2,9,-3,0.4,4
O=C(Nc1ccccc1)N1CCSc2cc(Cl)ccc21,0.5,-17,-7,-2,4,4,4,-0.2,-2
Cc1ccc(NC(=O)Nc2ccccc2)c(Br)c1,0.0,13,0,2,-13,-11,15,-0.5,-6
Cc1nnc(SCC(=O)Nc2nnc(-c3ccccc3)o2)s1,0.5,-10,-4,2,22,1,11,-0.5,-3
NNC(=O)C1CC(O)CN1S(=O)(=O)c1ccc(Cl)cc1 (centres undefined),-1.4,0,-3,0,6,1,-5,-0.2,1
Cc1cn(S(=O)(=O)c2ccc(Br)cc2)cn1,-0.7,1,-8,2,8,20,2,-0.2,-2
CC(C(=O)c1ccccc1)n1cnc2ccccc2c1=O (centres undefined),0.3,0,-5,-7,-5,-10,3,-0.2,-3
CC1(C)CC2(CCO1)OC(=O)CC2C(=O)Nc1ccccc1Cl (centres undefined),0.3,3,-4,2,-3,-2,-4,0.1,-2

Arranged by value in SKN-1 block (largest number first): three from the list above.
compound	SKN-1 block
Cc1cn(S(=O)(=O)c2ccc(Br)cc2)cn1	20
O=C(Nc1ccccc1)N1CCSc2cc(Cl)ccc21	4
Cc1nnc(SCC(=O)Nc2nnc(-c3ccccc3)o2)s1	1

(further entries)
Compound,MsrA inh,NRP1-CendR mod,FAS-TE inh,MT1-MMP act inh,PABP1 MLLE inh,SKN-1 block,E coli Lon inh,TbMetRS inhib,MsrA act
COc1ccc(Cl)cc1NC(=O)N(C)Cc1c(C)nn(C)c1C,0.2,-7,-3,5,15,-5,5,-0.1,-3
Cc1ccc(C(=O)NC(=S)N2CCN(C)CC2)cc1Br,0.2,2,-6,1,-18,2,4,-0.3,-1
Cc1ccc(S(=O)(=O)N2CC(=O)N3CCN(CCN)C3C2)cc1 (centres undefined),-0.3,14,-20,3,1,8,-2,-0.1,-3
CC(=O)Nc1ccc(-c2ccnc3c2CC(C(=O)NCCc2ccccc2)O3)cc1 (centres undefined),-0.9,-5,-3,0,3,-12,-10,-0.2,-4
Cc1cc(C)cc(N(CCC#N)C(=O)CSc2nc3ccccc3c(=O)[nH]2)c1,1.7,8,-3,-8,-15,-3,-10,-0.2,-8
COc1cc(-c2cc3nc(C)c(C)c(=O)n3[nH]2)cc(OC)c1OC,0.2,-2,-4,18,8,8,-4,0.0,-2
Cc1ccc(-c2nonc2NC(=O)c2ccco2)cc1,0.0,5,-2,-2,-9,19,6,-0.3,-2
Cc1c(C(=O)N2CCCCC2)nnn1-c1nonc1N,-0.5,-31,-11,3,-3,-13,4,-0.2,-1
COc1cccc(NC(=O)CN(C)C(=O)/C=C/c2cn(-c3ccccc3)nc2-c2ccc(OC)c(OC)c2)c1,0.9,-8,48,-1,6,19,-7,-0.1,-2
O=C1C2CC=C(Cl)CC2C(=O)N1CNc1ccccn1 (centres undefined),-0.2,6,-7,6,18,-5,5,-1.1,-1
O=C(NCC1CCCO1)c1cccc(Oc2ccc([N+](=O)[O-])cc2)c1 (centres undefined),0.6,-7,12,0,8,22,2,-0.1,0
CC(=O)NCCc1cc2ccc(C)c(C)c2[nH]c1=O,0.8,4,-3,3,4,-1,-2,-0.3,0
CCOC(=O)C1CCN(C(=S)Nc2cccc(C)c2C)CC1,-0.2,-15,-13,1,-63,-2,-2,0.2,-3
CNC(=O)CSc1nnc(-c2cccnc2)n1-c1ccc(C)cc1,0.2,13,0,-4,0,-7,6,-1.0,-4
O=[N+]([O-])c1cccc(-c2ccc(C(=S)N3CCOCC3)o2)c1,5.1*,-2,25,2,12,8,-2,-0.1,-7
Cc1cc(C)c(C#N)c(SCC(=O)Nc2ccc(S(=O)(=O)Nc3onc(C)c3C)cc2)n1,1.7,-10,-2,1,-1,-13,0,-0.1,-6
Cc1cc(S(=O)(=O)N2CCCCC2)ccc1OCC(=O)N1CCCC1,-0.7,3,-1,-2,5,6,-4,-0.5,-2
CC(=O)Nc1ccc(NC(=O)C2(C)Cc3c(-c4ccccc4)ccnc3O2)cc1 (centres undefined),-0.8,2,-2,0,-5,-3,-4,-0.2,-2
Cc1ccc(C(=O)c2c[nH]c(C(=O)NCCCN3CCOCC3)c2)cc1,1.0,10,-9,5,0,-2,1,-0.1,-4
Cc1cccc(/C=C/c2onc(C)c2S(=O)(=O)N2CCC(C(=O)N3CCCCCC3)CC2)c1,1.0,4,29,-17,2,-7,6,-0.4,-2
Cc1ccc(C(NC(=O)NN2CCN(C)CC2)C(Cl)Cl)cc1F (centres undefined),0.3,6,-2,1,-4,-4,-2,-0.1,-1
COc1ccc(OCCCC(=O)ON=C(N)c2ccccc2C)cc1,-1.1,-1,8,1,5,6,-18,0.9,0
Cc1ccc(N2CCN(C(=S)c3ccc(N(C)C)cc3)CC2)cc1,2.3,-15,20,-7,13,12,-13,-0.3,-6
O=C(CSc1nc2ccc(Cl)cc2[nH]1)Nc1ccc2c(c1)CCC2,0.1,0,11,1,-16,6,0,2.1,-1
CCCCN(C(=O)CC1CCCC1)c1c(N)n(Cc2ccccc2)c(=O)[nH]c1=O,2.3,3,-3,0,19,7,7,-0.1,-1
Cn1nc(C(=O)Nc2ccc(Cl)c(S(=O)(=O)N3CCOCC3)c2)c2ccccc2c1=O,0.2,4,16,9,-11,11,6,0.3,-1
CCOC(=O)[C@]12CCCC=C1N(Cc1cccc3ccccc13)C(=O)[C@H](CC(=O)NCCCCc1ccccc1)C2,0.8,7,12,-7,/,-2,3,-0.6,-1
